RPL19A TOR yeast = modulators of TOR pathway RPL19A-GFP in S. cerevisiae; S. cerevisiae RPL19A-GFP strain, flow cytometry, 3 h; stronger effect = lower value; percent response vs DMSO, % at 10 µM; 330,000 tested, 0.3% active; AID 2025;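 active = percent response vs DMSO below 50%; inconclusive = fewer than 70 events counted for the yeast strain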;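 note: median channel GFP fluorescence of the barcoded RPL19A-GFP strain; ratio of sample median GFP to plate DMSO average so 100% = DMSO; lower means less RPL19A-GFP as with rapamycin TOR inhibition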
MEP2-GFP yeast = alters MEP2-GFP fluorescence in TOR pathway yeast screen; S. cerevisiae MEP2-GFP strain, flow cytometry GFP, 3 h; 100% = DMSO control level; GFP response vs DMSO, % at 10 µM; 330,000 tested, 0.51% active; AID 2016;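 active = GFP response versus DMSO above a set limit, roughly screen mean plus 3 SD, cut at about 180% in these data; inconclusive = fewer than 70 cells counted for a yeast strain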;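 note: median GFP fluorescence of the barcode-gated MEP2-GFP cells per well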
AGP1 TOR yeast = modulators of TOR pathway AGP1-GFP in S. cerevisiae; AID 2066; GFP response vs DMSO, % at 10 µM; 320,000 tested, 0.02% active; S. cerevisiae AGP1-GFP multiplex flow cytometry, 3 h; GFP as percent of DMSO wells;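 active = GFP response relative to DMSO above a set limit, near screen average plus 3 SD, cut at about 150% in these data; inconclusive = fewer than 70 cells counted for the yeast strain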;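 note: median GFP channel fluorescence of the gated AGP1 strain per well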
JMJD2C inh = inhibitors of human GASC-1 (JMJD2C) demethylase; inhibition, % at 2.35 µM; 330,000 tested, 0.069% active; GST-JMJD2C(1-420) H3K9me3 demethylation, DELFIA europium; AID 2099;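 active = more than half of a compound's replicate wells show inhibition beyond 50%, single wells judged on their own value; inconclusive = some, but no more than half, of replicates pass 50% inhibition; inactive = no replicate passes 50% inhibition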;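 note: signal counts dimethyl H3K9 product captured on neutravidin plate; 0% = median of DMSO wells and 100% = 0.3 times that DMSO median; strong numbers were not always called active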
GRK2 inh = blocks RNA aptamer binding to human GRK2. bead flow cytometry, FAM-aptamer displacement from GRK2. P25098. 330,000 tested, 0.59% active. inhibition of aptamer binding, % at 10 µM;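 active = inhibition of aptamer binding above 40%, roughly 3 SD of noise, on plates passing a quality check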;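 note: median bead fluorescence of bound FAM aptamer so fluorescent compounds give negative values; no value below 0 was filed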
LAP4-GFP MLPCN = yeast TOR pathway LAP4-GFP modulation. GFP response vs DMSO, % at 10 µM. S. cerevisiae LAP4-GFP multiplex, flow cytometry GFP, 3 h; median GFP as percent of DMSO wells. 320,000 tested, 0.34% active;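 active = GFP response vs DMSO above a set limit, about the screen mean plus 3 SD, cut at about 150% in these data; inconclusive = under 70 cell events counted for the yeast strain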
CIT2 TOR yeast = modulators of TOR pathway CIT2-GFP in S. cerevisiae; 320,000 tested, 0.065% active; S. cerevisiae CIT2-GFP strain, flow cytometry, 3 h; 100 means same as DMSO wells; GFP response vs DMSO, % at 10 µM; AID 2029;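 active = GFP response relative to DMSO above a set limit, near the screen mean plus 3 SD, cut at about 150% in these data; inconclusive = Fewer than 70 cells measured for a yeast strain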;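 note: ratio of well median GFP fluorescence to mean of DMSO wells on the plate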
VLA-4 inh = inhibition in a human VLA-4 binding assay; P13612; VLA-4 expressing cells, ligand binding flow cytometry; inhibition, % (about 7 µM as worked out from the volumes in the protocol); 330,000 tested, 0.2% active; in the data active = inhibition above about 50%
Target sequence (P13612 whole entry, looked up): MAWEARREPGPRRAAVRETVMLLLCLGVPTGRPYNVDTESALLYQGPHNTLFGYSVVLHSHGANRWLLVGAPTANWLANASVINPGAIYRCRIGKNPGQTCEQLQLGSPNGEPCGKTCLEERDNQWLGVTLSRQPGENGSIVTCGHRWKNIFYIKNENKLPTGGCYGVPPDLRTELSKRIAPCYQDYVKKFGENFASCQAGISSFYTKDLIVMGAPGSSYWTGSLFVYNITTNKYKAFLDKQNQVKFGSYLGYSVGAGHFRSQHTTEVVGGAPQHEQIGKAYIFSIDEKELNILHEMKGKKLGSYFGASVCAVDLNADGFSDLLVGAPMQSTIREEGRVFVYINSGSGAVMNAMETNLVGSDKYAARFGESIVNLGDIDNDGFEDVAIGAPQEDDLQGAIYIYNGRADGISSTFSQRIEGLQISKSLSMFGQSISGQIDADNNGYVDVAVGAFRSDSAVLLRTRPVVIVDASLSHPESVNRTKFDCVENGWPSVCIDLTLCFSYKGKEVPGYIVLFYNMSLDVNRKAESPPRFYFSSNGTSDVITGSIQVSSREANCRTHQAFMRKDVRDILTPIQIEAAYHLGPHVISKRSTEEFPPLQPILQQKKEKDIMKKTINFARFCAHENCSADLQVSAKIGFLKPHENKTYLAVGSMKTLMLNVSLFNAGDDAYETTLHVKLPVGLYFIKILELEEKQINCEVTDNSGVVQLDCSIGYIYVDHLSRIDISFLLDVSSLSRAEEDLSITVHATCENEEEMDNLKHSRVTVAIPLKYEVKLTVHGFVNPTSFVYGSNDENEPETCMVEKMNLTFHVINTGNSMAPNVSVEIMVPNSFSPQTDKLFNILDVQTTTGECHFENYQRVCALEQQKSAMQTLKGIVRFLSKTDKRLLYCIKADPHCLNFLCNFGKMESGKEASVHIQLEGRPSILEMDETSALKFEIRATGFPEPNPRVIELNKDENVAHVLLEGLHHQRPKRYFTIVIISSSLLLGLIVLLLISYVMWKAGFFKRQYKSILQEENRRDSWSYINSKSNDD
Starred values were filed as active, the others as inactive; i = inactive; ? = inconclusive; . = not tested or not shown; [ ] = remark or other dose.

RPL19A TOR yeast	MEP2-GFP yeast	AGP1 TOR yeast	JMJD2C inh	GRK2 inh	LAP4-GFP MLPCN	CIT2 TOR yeast	VLA-4 inh	compound
102.8	100.7	102.5	-1.1	0.0	95.6	106.6	-22.2	Cc1cccc(NC(=S)NC(=O)c2oc3ccccc3c2C)n1
109.0	105.4	99.9	-2.5	0.0	93.9	105.9	1.8	CCCCNCCCOc1ccc(C)cc1Br
98.0	94.9	105.1	-0.9	0.0	116.2	91.6	4.9	COCCN(C(=O)c1cc(Cl)nc2ccccc12)c1c(N)n(Cc2ccccc2)c(=O)[nH]c1=O
105.1	108.5	96.0	1.8	2.0	88.5	100.5	0.8	C=CCNc1nc2c(c(=O)[nH]c(=O)n2C)n1CCOc1ccccc1
104.3	109.6	38.6	1.7	0.0	80.5	95.5	17.2	Cc1cc(NC(=O)c2ccccc2C)ccc1NC(=O)c1ccccc1Cl
97.6	92.6	102.7	-28.0	0.0	107.5	94.3	8.1	CCN(CC(=O)Nc1c(F)cccc1F)C(=O)c1ccccn1
91.5	99.7	95.7	-1.8	1.0	93.3	102.3	-4.4	CCOC(=O)C1=C(CNCc2ccc(C)cc2)NC(=O)NC1c1cc(C)ccc1C (centres undefined)
103.7	102.3	100.8	-1.7	0.0	88.5	97.0	29.9	COc1ccc(CCNC(=O)C2CC(=O)N(c3ccc(C(C)(C)C)cc3)C2)cc1OC (centres undefined)
101.3	104.2	104.7	-7.9	0.0	104.4	.	10.8	O=C(NCC1CCCCC1)C1CCN(C(=O)NC2CCCCC2)CC1
102.4	100.6	99.8	-7.0	0.0	105.4	96.1	17.9	O=C(N/N=C/c1ccc(N2CCOCC2)o1)c1ccccc1[N+](=O)[O-]
101.5	107.5	100.3	13.8	0.0	109.0	98.7	4.0	N/C(=N\OCc1ccccc1)c1nonc1N
100.4	104.4	98.5	0.2	0.0	96.4	98.8	-8.2	COc1ccc(C)cc1NC(=O)CN1CCCN(S(=O)(=O)c2ccc(Br)cc2)CC1
102.3	109.9	104.2	-11.0	0.0	107.0	101.7	4.9	O=C(/C=C/c1ccc(Br)cc1)NC1CCCCCC1
104.3	112.0	102.8	22.0	4.0	96.7	107.5	4.6	O=[N+]([O-])c1ccc(NS(=O)(=O)c2cccc3cccnc23)cc1
98.1	103.8	91.8	-9.6	0.0	92.8	106.0	5.9	CCOC(=O)c1c(C)[nH]c(C(=O)NCCc2ccc(OC)c(OC)c2)c1C
109.3	106.1	111.4	-7.8	1.0	104.8	117.7	-8.0	Cc1ccc(CNC(=O)CN(C)S(=O)(=O)c2cccc3nsnc23)cc1
98.7	102.4	107.5	19.0	0.0	100.5	108.9	-3.3	Cc1ccc(S(=O)(=O)Cc2c(C)noc2C)cc1
103.2	101.2	98.4	2.5	0.0	101.7	93.7	-4.9	CCOCCOC(NC(=O)c1ccccc1)(C(F)(F)F)C(F)(F)F
109.2	108.2	108.7	8.2	0.0	98.8	110.1	3.6	Cc1ccc(OCC2Cn3c(nc4c3c(=O)[nH]c(=O)n4C)O2)cc1C (centres undefined)
92.3	89.5	90.7	0.3	0.0	81.2	91.3	2.6	O=c1[nH]c(C2CCN(S(=O)(=O)c3ccc4c(c3)OCCO4)CC2)nc2c1nnn2Cc1c(F)cccc1Cl
93.7	93.7	84.4	4.4	8.0	110.3	69.5	5.5	COc1ccc(-c2c(C#Cc3ccccc3)c3ccccc3n2C)cc1
99.2	101.6	103.5	-0.9	2.0	94.5	101.8	5.1	CCOC(=O)c1sc2nc(CC(=O)OC)nc(NCc3ccc(Cl)cc3)c2c1C
102.1	100.5	94.8	2.0	0.0	92.3	93.6	-4.9	CCCC(=O)Nc1ccc2c(c1)COC2=O
101.0	99.6	100.9	13.0	2.0	103.3	99.3	-3.1	CCN(CC(=O)Nc1ccc(NC(C)=O)cc1)C(=O)/C=C/c1ccc(C)o1

Arranged by length of the SMILES (descending): part of the list above
RPL19A TOR yeast	MEP2-GFP yeast	AGP1 TOR yeast	JMJD2C inh	GRK2 inh	LAP4-GFP MLPCN	CIT2 TOR yeast	VLA-4 inh	compound
99.2	101.6	103.5	-0.9	2.0	94.5	101.8	5.1	CCOC(=O)c1sc2nc(CC(=O)OC)nc(NCc3ccc(Cl)cc3)c2c1C
109.2	108.2	108.7	8.2	0.0	98.8	110.1	3.6	Cc1ccc(OCC2Cn3c(nc4c3c(=O)[nH]c(=O)n4C)O2)cc1C (centres undefined)
98.7	102.4	107.5	19.0	0.0	100.5	108.9	-3.3	Cc1ccc(S(=O)(=O)Cc2c(C)noc2C)cc1

(more compounds)
RPL19A TOR yeast	MEP2-GFP yeast	AGP1 TOR yeast	JMJD2C inh	GRK2 inh	LAP4-GFP MLPCN	CIT2 TOR yeast	VLA-4 inh	compound
103.7	101.1	101.8	-1.9	2.0	95.5	107.2	-6.3	Cc1cccc(Nc2cc(=O)[nH]c(=O)[nH]2)c1
102.3	98.4	102.3	-0.7	3.0	97.2	109.5	-4.9	Clc1ccc(CN(CC2CCCO2)C(c2cccs2)c2nnnn2C2CCCC2)cc1 (centres undefined)
101.1	103.1	104.6	-1.0	3.0	103.0	107.0	8.8	COc1cccc(-n2c(Cc3cc(=O)[nH]c(=O)[nH]3)nnc2SCC(=O)N2CCCCC2)c1
101.8	101.6	106.1	2.3	1.0	95.5	106.3	23.7	Cc1c(C(=O)N/N=C/c2cccnc2)sc(=S)n1C
99.3	109.9	102.1	14.4	2.0	96.9	104.1	2.4	CCOC(=O)c1c(S(=O)(=O)N(C)C2CCCCC2)c(C)n(C)c1C
97.8	99.8	95.5	-6.6	0.0	90.6	94.3	-8.1	CC1Nc2ccccc2C(=O)N1NS(=O)(=O)c1ccccc1 (centres undefined)
96.3	108.8	103.8	11.2	0.0	100.4	110.6	2.8	COc1ccccc1CNC(=O)CCNC(=O)C1CCN(S(=O)(=O)c2ccccc2)CC1
89.2	95.3	95.0	19.7	0.0	100.1	86.8	0.4	Cc1nc(SCC(=O)Nc2cc(C)on2)c2c(=O)n(C)c(=O)n(C)c2n1
?	?	?	9.8	1.0	?	?	8.4	CCOC(=O)CCCNS(=O)(=O)c1c(C)ccc2nsnc12
94.8	97.0	90.6	2.1	0.0	105.4	92.6	4.9	COc1ccc(C(=O)Nc2cc(C(C)=O)c(/C=C/N(C)C)oc2=O)cc1
99.5	110.5	99.5	76.1	5.0	97.9	101.0	14.4	CNC(=O)COC(=O)c1cc(NC(=O)c2ccco2)c(OC)c(OC)c1
103.8	112.7	94.4	1.3	2.0	91.8	104.9	2.1	COc1ccc(Cl)cc1N=Cc1c(O)c2ccccc2oc1=O
104.8	89.4	96.2	-8.6	1.0	93.8	111.7	2.9	CCC(C)c1ccc(OCCn2ccnc2)cc1 (centres undefined)
95.8	86.8	84.0	-11.9	3.0	132.6	94.8	-20.0	C#CCOCCOCCOCCNc1nc(N2CCOCC2)nc(N2CCN(C(=O)[C@H](CCC(=O)O)n3cc(C(N)[C@H](C)CC)nn3)CC2)n1 (some centres undefined)
?	90.3[may fluoresce red]	95.1[may fluoresce red]	3.6	1.0	95.0[may fluoresce red]	85.8[may fluoresce red]	-0.9	Cc1cc(C)n(CC(=O)NNC(=O)C2CC(=O)N(Cc3ccccc3Cl)C2)n1 (centres undefined)
101.1	104.8	106.0	-1.9	0.0	104.7	105.2	2.5	COCCNC(=O)C(c1ccc(C)o1)N(CC1CCCO1)C(=O)Cn1nnc2ccccc21 (centres undefined)
98.2	94.9	88.8	-11.7	5.0	120.8	83.0	12.4	CCN1CCSc2ccc(C(=O)NCc3ccccc3Br)cc21
103.0	99.0	102.0	-13.4	1.0	100.2	91.2	4.8	CCOc1ccccc1NC(=O)CSc1nc2ccccc2c(=O)n1CC1CCCO1 (centres undefined)
105.9	101.3	103.0	7.6	0.0	102.8	102.8	-0.9	CCCCCCNC(=O)c1c(O)c2cccc3c2n(c1=O)CCC3
103.7	96.1	102.1	-3.1	0.0	100.2	.	1.2	Cc1ccc2c(c1)N(CC(=O)N1CCN(c3nc4ccccc4s3)CC1)C(=O)C(C)O2 (centres undefined)
99.5	97.0	101.0	6.3	1.0	103.5	98.6	-2.6	CC(C)(C)c1ccc(C(=O)NCC(=O)OCC(=O)Nc2ccccc2[N+](=O)[O-])cc1
101.9	104.7	112.2	7.2	0.0	103.9	103.8	-0.8	CCOc1ccc(CCNC(=O)CN2C(=O)c3cccnc3Oc3ccc(C)cc32)cc1OCC
99.6	105.6	98.4	2.2	2.0	92.0	87.8	4.6	CCCCCn1c(SCC(=O)OCC)nc2cc(C(=O)N3CCC(C(N)=O)CC3)ccc2c1=O
96.6	110.2	96.4	-2.3	3.0	100.8	102.5	4.4	COc1ccccc1C1C(C(C)=O)=C(O)C(=O)N1c1ccc(O)cc1 (centres undefined)
98.9	113.2	109.2	15.9	2.0	104.3	171.3*	7.4	NS(=O)(=O)c1ccc(CCNC(=O)C(=O)c2cn(CC(=O)N3CCOCC3)c3ccccc23)cc1
98.0	101.9	100.5	1.7	3.0	96.7	103.8	8.1	O=C(c1ccco1)N1CCN(C(=O)c2cc(-c3ccccc3F)no2)CC1
96.8	102.6	95.1	-3.2	0.0	102.0	90.2	13.0	Cc1nc(=S)c2ccccc2[nH]1
101.3	101.8	103.5	-1.2	3.0	105.6	100.7	-7.7	COc1cccc(CNC(=O)COC(=O)CN2C(=O)NC3(CCCCC3C)C2=O)c1 (centres undefined)
98.2	106.6	118.6	-2.6	4.0	99.5	116.8	4.3	CCOC(=O)N1CCN(C(=O)c2cccn3c(=O)c4cc(Br)ccc4nc23)CC1
112.4	101.0	88.9	-2.0	5.0	70.8	96.2	-5.3	CCOc1ccccc1C(=O)N/N=C/c1ccoc1
95.1	99.5	104.8	-4.9	1.0	101.3	96.4	16.1	COC(=O)c1c(NC(NC(=O)C(C)(C)C)C(Cl)(Cl)Cl)sc2c1CCC2 (centres undefined)
99.2	108.1	108.5	.	1.0	111.4	91.6	-6.6	CCC1(C)Cc2ccccc2-c2nc(NCCCO)n(C)c(=O)c21 (centres undefined)
104.7	105.8	98.6	-8.2	1.0	90.0	100.1	18.8	O=C(NCc1ccco1)C1CC(=O)N(c2cccc(Cl)c2)C1 (centres undefined)
100.2	101.0	99.8	1.7	0.0	104.0	100.2	4.0	CN1CCCN(C2C3CC4CC(C3)CC2C4)CC1 (centres undefined)
105.3	105.6	103.1	3.2	1.0	96.9	101.5	0.9	NC(=S)Nc1ccc2cc[nH]c2c1
92.1	90.2	93.1	-0.7	2.0	92.1	94.1	-0.5	O=C(NNC(=O)C(O)(c1ccccc1)c1ccccc1)C1CC1
93.9	94.5	96.2	-2.9	3.0	104.8	82.4	5.2	O=C(NC1CCCCCCC1)c1ccc(Br)cc1
97.7	100.0	100.7	1.2	1.0	102.5	103.4	-21.3	Cc1ccc(/C=C/c2nnc(-c3ccc(C)cc3)o2)cc1
100.7	95.8	105.5	6.1	0.0	111.2	98.0	16.8	COCCCNc1nc(N)c([N+](=O)[O-])c(Nc2cc(OC)ccc2OC)n1
100.6	108.2	100.4	2.1	0.0	91.8	105.0	-18.6	COc1ccccc1-c1nc(-c2ccc(Br)o2)no1
102.0	112.3	104.1	2.6	2.0	100.2	109.4	3.9	CCOC(=O)N1CCN(C(=O)C2CCCN(S(=O)(=O)c3cccnc3)C2)CC1 (centres undefined)
96.1	103.7	96.9	1.5	6.0	95.9	93.7	-1.7	O=C(Cn1nnc(-c2ccccc2)n1)N=Nc1c(O)[nH]c2ccccc12
100.3	97.8	100.5	i	0.0	107.1	93.7	12.9	CN(C)c1ccc(/C=N/NC(N)=S)cc1[N+](=O)[O-]
